Assay outcomes as filed in PubChem BioAssay.
AmpC detergent: qHTS Inhibitors of AmpC Beta-Lactamase (assay with detergent) | P00811 | AmpC hydrolysis of nitrocefin, absorbance 480 nm, 0.01% Triton | Potency, µM (series often up to 114 µM), for inactives: at the highest dose activity change, negative = inhibition, hits mostly inhibitors | 370,000 tested, 0.041% active | AID 485294, 2010;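 further: potency means the concentration at half of the fitted maximal effect; 0% = no-compound wells and -100% = no-enzyme wells; nearly all actives have a fitted effect of over 25% in size; some results filed as inactive show a strong effect at the top dose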
Target sequence (P00811 whole entry, looked up): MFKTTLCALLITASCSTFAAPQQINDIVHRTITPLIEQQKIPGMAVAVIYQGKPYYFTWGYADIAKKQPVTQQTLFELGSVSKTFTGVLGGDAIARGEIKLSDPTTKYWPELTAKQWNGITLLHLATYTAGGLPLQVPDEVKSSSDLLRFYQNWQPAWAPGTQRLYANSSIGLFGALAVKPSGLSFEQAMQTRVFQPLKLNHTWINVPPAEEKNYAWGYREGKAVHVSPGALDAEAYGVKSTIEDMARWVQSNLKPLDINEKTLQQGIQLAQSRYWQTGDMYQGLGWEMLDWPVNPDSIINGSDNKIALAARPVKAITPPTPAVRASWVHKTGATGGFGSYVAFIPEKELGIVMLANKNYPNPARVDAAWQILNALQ
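AmpC (5.3 nM in the dispensed reagent) in 20 mM phosphate pH 7.0 with 0.01% (detergent screen) or 0.0001% Triton X-100 was preincubated with compounds for 15 min at room temperature. Nitrocefin was then added from an 800 uM solution, and hydrolysis was followed at 480 nm.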
CHX counter: Cycloheximide Counterscreen for Small Molecule Inhibitors of Shiga Toxin; max response, %; 300,000 tested, 12% active; cell reporter, cycloheximide protein synthesis inhibition counterscreen; AID 2314, 2010; in the data active means max response mostly above about 13%, no sharp cut-off; inactive means mostly below about 14%; further: read at 38.3 µM for the half of the compounds with a filed dose; 0% is about no effect
AMA1-RON2 inh: qHTS for Inhibitors of AMA1-RON; Towards Development of Antimalarial Drug Lead: Primary Screen; Potency, µM (doses to about 58.2 µM), for the others: at the highest dose activity change, negative = inhibition, actives largely listed as inhibitors; AID 720542, 2013; Plasmodium falciparum AMA1 (3D7) - RON2 peptide interaction; AlphaScreen AMA1-biotinylated RON2 peptide binding; 360,000 tested, 0.2% active;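 further: potency means the concentration at half of the fitted maximal effect; 0% = vehicle wells and -100% = peptide control; nearly all actives have a fitted effect of over 45% in size; some results filed as inactive show a strong effect at the top dose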
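AMA1 (3D7) with his tag at 25 nM final met compounds first, then biotinylated RON2 peptide at 25 nM; detection used donor plus acceptor beads, 10 µg/mL apiece, read by AlphaScreen after 30 min at room temperature.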
Giardia FBPA inh: qHTS Assay for Inhibitors of Fructose-1,6-bisphosphate Aldolase from Giardia Lamblia. purified Giardia FBPA. Potency, µM (titrated, usually from 59.6 µM), for the others: at the top dose activity, negative = inhibition, hits mostly inhibitors. 290,000 tested, 0.71% active. AID 2451, 2010; further: potency means the concentration at half of the fitted maximal effect; on the % scale 0 is the no-effect control and ±100 the full control effect; nearly all actives have a fitted effect of over 55% in size
Target sequence (A8B2U2 whole entry, looked up): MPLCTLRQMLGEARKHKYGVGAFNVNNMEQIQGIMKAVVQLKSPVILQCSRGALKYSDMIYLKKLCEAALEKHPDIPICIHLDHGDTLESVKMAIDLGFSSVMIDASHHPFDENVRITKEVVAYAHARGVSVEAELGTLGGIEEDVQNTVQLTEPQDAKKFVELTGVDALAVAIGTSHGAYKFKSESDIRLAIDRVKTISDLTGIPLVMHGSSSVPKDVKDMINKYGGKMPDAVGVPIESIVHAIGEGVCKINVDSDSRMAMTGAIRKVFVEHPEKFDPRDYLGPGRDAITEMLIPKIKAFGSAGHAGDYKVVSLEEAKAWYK
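Giardia FBPA (40 nM reagent) was preincubated 10 min at RT with compound (up to 57.5 uM final), then substrate plus GAPDH/TPI/NAD/arsenate coupling system with diaphorase/resazurin was added; resorufin fluorescence (525/598 nm) was read after 20 min.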
HCMV inh: qHTS Assay for inhibitors of the human cytomegalovirus (HCMV). 410,000 tested, 4.5% active. activity change, negative = inhibition, % at 57.5 µM. HFF cells, HCMV-luciferase reporter, 72 h; hits give low values; in the data active means activity change below about -60%; inconclusive means no clear call, values can overlap the other calls; inactive means above about -39%; further: on the % scale 0 is the no-effect control and ±100 the full control effect
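Two-dose cell screen: HFF monolayers treated with compounds and infected with luciferase-expressing HCMV at 1 PFU/cell, 72 h at 37C, then lysed for luciferase measurement.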
AmpC inh no detg: qHTS Inhibitors of AmpC Beta-Lactamase (assay without detergent). P00811. AmpC nitrocefin hydrolysis, absorbance 480 nm, 0.0001% Triton. Potency, µM (highest dose often 57.1 µM), for the others: at the highest dose activity change, negative = inhibition, usual class: inhibitors. 330,000 tested, 0.52% active;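 further: potency means the concentration at half of the fitted maximal effect; plate controls were no compound for no effect and no enzyme for full effect; nearly all actives have a fitted effect of over 20% in size; some results filed as inactive show a strong effect at the top dose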
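AmpC (5.3 nM in the dispensed reagent) in 20 mM phosphate pH 7.0 with 0.01% (detergent screen) or 0.0001% Triton X-100 was preincubated with compounds for 15 min at room temperature. Nitrocefin was then added from an 800 uM solution, and hydrolysis was followed at 480 nm.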
Shiga inhibitor: A qHTS for Small Molecule Inhibitors of Shiga Toxin | Vero cells, Shiga toxin protein synthesis inhibition reporter | inhibition, % at 38.7 µM | 290,000 tested, 9.2% active; in the data active means inhibition mostly above about 28%, no sharp cut-off; inactive means mostly below about 43%; further: 0% is about no effect
Active calls of the source: *; ? = inconclusive; / = no result given; & = joins results of further samples; [ ] = remark or other dose. Unless noted, the call rests on the fitted dose curve; in most records, active means well fitted curve in the direction sought with a large enough effect; inconclusive means small, poorly fitted or top-dose-only effect, or another doubt; inactive means no such curve, though single readings can be large; an effect the other way counts as inactive or inconclusive.

SMILES	AmpC detergent	CHX counter	AMA1-RON2 inh	Giardia FBPA inh	HCMV inh	AmpC inh no detg	Shiga inhibitor
O=C1CC(c2cccc(Br)c2)C2=C(CCCC2=O)N1 (stereo not given)	2%	-2	1%	5%	-3	-17%	-3
Cc1ccccc1C(=O)NCC(=O)NNC(=S)NC(=O)c1ccccc1	-11%	-3	80%[activator]	?	32	-20%	-2
O=C(Nc1cccc(Cl)c1N1CCOCC1)c1cccnc1Cl	1%	-1	15%	2%	46	0%	5
Cc1[nH]nc2c1C(c1cn[nH]c1-c1ccc(F)cc1)C(C#N)=C(N)O2 (stereo not given)	?	-1	-1%	-13%	11	-34%	-19
CCOC(=O)N1CCN(CC(=O)n2c(C)c(C)c3ccccc32)CC1	?	-9	-16%	-28%	-19	70%[activator]	-13
COc1ccc(OC)c(-c2cc(C(=O)N3CCc4ccccc4C3)no2)c1	?	8	0%	-9%	-10	12%	-11
Cc1ccc(Nc2cc(C(=O)NCCCN3CCOCC3)c3ccccc3n2)c(C)c1	-6%	-3	-10%	1%	11	93%[activator]	-10
CCOC(=O)c1c(C)[nH]c(NC(=O)NNC(=O)c2ccccc2Cl)c1C	6%	/	146%[activator]	/	-27	-23%	/
COc1ccc(/C(=C/Nc2cccc(Br)c2)C(C)=O)cc1OC	-13%	-1	?	-2%	-8	80%[activator]	13
O=P(c1ccccc1)(c1ccccc1)C(O)c1ccco1 (stereo not given)	-1%	-3	-8%	6%	3	-5%	-10
COc1cc(C(=O)Nc2ccc3c(c2)N(C(=O)CN2CCN(C)CC2)c2ccccc2CC3)cc(OC)c1OC	-4%	2	-20%	-19%	25	163%[activator]	-2
O=C(NCc1ccccn1)Nc1cccc(F)c1	4%	26*	-4%	7%	-12	-18%	39*
CCOc1ccccc1OCC(=O)Nc1ccc(S(=O)(=O)Nc2nc(C)cc(C)n2)cc1	-12%	1	-7%	7%	-38	-14%	-26
COc1cccc(C2c3[nH]c4ccccc4c3CCN2Cc2ncc[nH]2)c1 (stereo not given)	-1%	12	38%[activator]	9%	31	-5%	29
O=C(Nc1ccccc1N1CCOCC1)c1cc(=O)[nH]c2ccccc12	?	/	-5%	/	-12	-9%	/
COc1cc(OC)cc(-n2nc(C(=O)NCCCN3CCOCC3)c3ccccc3c2=O)c1	-8%	-3	-3%	3%	38	32%	25
CCCn1cc(SCC(=O)NCC2CCCO2)c2ccccc21 (stereo not given)	?	25*	0%	0%	102	?	42*
CCOP(=O)(c1ccccc1)C1(C#N)CC1 (stereo not given)	?	-3	0%	6%	-36	-20%	-22
COC(=O)C(Cc1ccccc1)NC(=O)C(CC(C)C)NC(=O)OC(C)(C)C (stereo not given)	?	-2	-6%	2%	9	2%	-6
Cc1[nH]c2c(C)cccc2c1CCNC(=O)C1CCCCC1C(=O)OCC(F)(F)F (stereo not given)	-13%	0	-7%	-4%	?	22%	-4
COCCNC(=O)Cn1cc(/C=C2\C(=O)NC(=O)N(c3ccccc3F)C2=O)c2ccccc21	1%	-1	-9%	2%	57	-8%	-5
Cc1cc2n(n1)C(c1ccccc1)CC(c1ccc(Br)cc1)=N2 (stereo not given)	-14%	37*	57%[activator]	2%	/	-4%	29*
CCN1C(=O)/C(=C/c2ccc(OCc3ccc(C(=O)O)cc3)c(Cl)c2)NC1=S	-19%	-4	7%	-2%	-3	-25%	-7
CCOc1cc(C2C(C(=O)c3ccco3)=C(O)C(=O)N2CC2CCCO2)ccc1O (stereo not given)	?	-5	?	-18%	-13	-7%	-8
O=C(CCCN1C(=O)c2ccccc2C1=O)OC1CSCC1NC(=O)c1ccccc1 (stereo not given)	-13%	-2	0%	9%	14	115%[activator]	-9

Arranged by heavy-atom count (falling): some entries from above
SMILES	AmpC detergent	CHX counter	AMA1-RON2 inh	Giardia FBPA inh	HCMV inh	AmpC inh no detg	Shiga inhibitor
COCCNC(=O)Cn1cc(/C=C2\C(=O)NC(=O)N(c3ccccc3F)C2=O)c2ccccc21	1%	-1	-9%	2%	57	-8%	-5
COc1cc(OC)cc(-n2nc(C(=O)NCCCN3CCOCC3)c3ccccc3c2=O)c1	-8%	-3	-3%	3%	38	32%	25
COc1ccc(OC)c(-c2cc(C(=O)N3CCc4ccccc4C3)no2)c1	?	8	0%	-9%	-10	12%	-11

(continued)
SMILES	AmpC detergent	CHX counter	AMA1-RON2 inh	Giardia FBPA inh	HCMV inh	AmpC inh no detg	Shiga inhibitor
Cc1ccc(C(=O)Nc2cccc(C(F)(F)F)c2)cc1Nc1cncnc1	?	1	-3%&-16%	2%	?	-11%	8
CSc1ccccc1NC(=O)c1cc(C)on1	-5%	45	-3%	-1%	6	-9%	99
c1ccc(OCc2nnnn2-c2ccccc2)cc1	-9%	-2	-12%[11.6 µM]	-2%	-40	-19%	0
O=C(Nc1ccccc1C(F)(F)F)N1CCN(c2ccccn2)CC1	?	-4	5%	-3%	0	-18%	9
Cc1cc(C)n(-c2cccc(Cl)c2C#N)n1	0%	3	-1%	-1%	-30	-4%	-10
COc1ccc(/C=N\NC(=O)C2C(=O)NCC2c2ccccc2)cc1O (stereo not given)	3%	0	60%[activator]	-1%	43	-16%	-22
CN(C)CCCN=C(NO)c1ccc(Cl)cc1Cl	3%	-3	6%	-1%	-8	-3%	6
O=C(NNC(=O)c1csc(N2CCOCC2)n1)c1cccnc1	-7%	/	74%[activator]	/	-8	-20%	/
N/C(=N\OC(=O)c1ccc(F)cc1)c1nonc1N	4%	48*	25%	2%	3	-11%	71*
O=C(CCNS(=O)(=O)c1ccc(Br)cc1)Nc1cccc(F)c1	-5%	-5	-13%	2%	-19	-22%	-13
Cc1cccc(S(=O)(=O)N2CCn3cccc3C2C)c1 (stereo not given)	2%	/	2%[11.6 µM]	/	0	-33%	/
COc1ccccc1NC(C#N)c1ccccc1OCc1ccccc1 (stereo not given)	-3%	17	-6%	?	-16	-14%	26
Cc1ccccc1OCc1nnc(SCC(=O)N2CCc3ccccc32)n1C	-7%	-4	-11%	2%	21	-12%	18
C=CCN(C(=O)CCC(=O)Nc1cc(C)on1)C(C(=O)NC1CCCC1)c1ccc(CC)cc1 (stereo not given)	-7%	-2	9%	0%	-32	27%	-14
O=C(Cc1ccccc1)Nc1ccc(NC(=O)C2CCCCC2)nc1	-8%	-3	0%	-2%	-27	27%	4
CC(=O)Nc1ccc(C(=O)OCC(=O)Nc2ccccc2F)cc1	-3%	26	8%	-1%	55	-22%	15
COc1ccc(-c2nnc(SCc3ccccc3F)o2)cc1	-3%	47*	29%	0%	54	-11%	118*
CC(C)C[C@@]12C(=O)N(c3cccc(Br)c3)C(=O)N1[C@H](c1ccc(Cl)cc1)[C@@H]1C(=O)N(C3CCCCC3)C(=O)[C@@H]12	?	/	8%	/	5	-22%	/
COc1cccc(-c2nn(-c3ccccc3)cc2/C=C(\C#N)C(=O)NCCCn2ccnc2)c1	0%	10	6%	0%	47	145%[activator]	14
COc1ccc(S(=O)(=O)N2CCCC2C(=O)NCC(=O)Nc2cccc(Cl)c2C)cc1 (stereo not given)	0%	-2	1%	/	7	156%[activator]	4
O=C(c1ccc(Br)cc1)N1CCN(S(=O)(=O)c2ccccc2)CC1	?	-2	-2%	-1%	30	2%	-5
CNS(=O)(=O)c1cccc(C(=O)OCC(=O)N2CCN(C(=O)c3ccco3)CC2)c1	/	/	-3%[11.6 µM]	/	-17	-6%	/
CN(C)S(=O)(=O)c1cccc(NC(=O)CN(CCO)CC(=O)Nc2cccc(S(=O)(=O)N(C)C)c2)c1	-2%	-4	134%[activator]	12%	15	21%	-13
Cc1cccc(N2CCN(CC(=O)NCc3ccc(Cl)cc3)CC2)c1C	-3%	-3	-1%	2%	28	118%[activator]	-9
N#Cc1nc(-c2ccc(OCc3ccccc3)cc2)oc1N1CCC(C(N)=O)CC1	-11%	10	-2%	1%[12.9 µM]	-37	0%	11

The results go on.
SMILES	AmpC detergent	CHX counter	AMA1-RON2 inh	Giardia FBPA inh	HCMV inh	AmpC inh no detg	Shiga inhibitor
COc1ccc(Cc2nnc(NC(=O)Nc3ccccc3F)s2)cc1OC	0%	-1	-1%	15%	-11	-20%	-11
NNC(=O)CCN1CCN(C(c2ccccc2)c2ccccc2)CC1	0%	-6	8%	13%	-4	50%	4
O=C(Cc1ccccc1[N+](=O)[O-])NCCSCc1c(F)cccc1Cl	-4%	40*	0%	0%	56	52%	40
COc1cc([N+](=O)[O-])ccc1NC(=O)C[n+]1cccc(C)c1	-1%	2	5%	0%	48	?	5
C[C@H](CO)N1C[C@H](C)[C@@H](CN(C)S(=O)(=O)c2ccccc2)Oc2ccc(NS(=O)(=O)c3cccs3)cc2C1=O	/	/	0%	/	12	91%[activator]	/
O=C(Nc1ccccc1Cl)c1ccc(-c2ccccn2)s1	12%	49*	24%	0%	115	-31%	64*
COc1cc(C(=O)Nc2ccc(O)cc2)ccc1OC(C)=O	0%	14	14%	-1%	18	-16%	20
O=C(CN1C(=O)NC2(CCc3ccccc32)C1=O)Nc1ccccc1OC(F)F (stereo not given)	-1%	/	4%	/	21	0%	/
COC(=O)C1=C(c2ccc(F)cc2OCc2ccccc2)C[C@@H]2CC[C@H]1N2C(=O)NCc1ccccc1OC	1%	/	14%	/	35	1%	/
Cc1ccc(C)c(CSc2nnc(-c3cccs3)n2Cc2ccco2)c1	3%	0	0%	0%	?	-19%	-20
CN1C(=O)c2ccccc2Sc2ccc(NC(=O)N3CCCC3)cc21	-1%	-2	-13%	-1%	-1	-14%	-37
O=C(NS(=O)(=O)c1ccc2c(c1)OCCO2)c1ccccc1	-5%	-4	0%	25%	-18	2%	2
Cc1cccc(NC(=O)CN2CCC(NC(=O)C3CCCCC3)CC2)c1C	-11%	-2	0%	3%	-20	-8%	-14
OCCC1CN(Cc2cnc(-c3ccccc3)s2)CCN1CCc1ccccc1 (stereo not given)	5%	-2	-5%	0%	-14	190%[activator]	-10
O=C(Nc1cccnc1)C1CCCN(c2ncnc3c2nc2n3CCCCC2)C1 (stereo not given)	-2%	6	-6%	5%	-37	56%	-9
CCOC(=O)C1CCN(c2c(Nc3ccc4c(c3)OCCO4)c(=O)c2=O)CC1	-7%	60*	0%	-18%	?	-20%	88*
CCOc1ccc(N=C2SCC(=O)N2CC)cc1	-17%	-3	-12%	8%	-7	-7%	/
Cc1cccc(/C=C(\c2nc3ccccc3[nH]2)S(=O)(=O)c2ccccc2)c1	-3%	-4	-3%	0%	-98*	-26%	-6
COc1ccc2nc(NC(=O)CSC(C)C(=O)Nc3cc(C)on3)sc2c1 (stereo not given)	-1%	/	19%	/	5	-28%	/
